Bioassay records deposited in PubChem BioAssay by several laboratories.
MrgX1 antag: antagonists of human MrgX1 receptor | Q96LB2 | MRGX1-HEK293 calcium flux, Fluo-4, BAM8-22 antagonism; hits give low values | B-score at 10 µM | 1.3% of 310,000 active | AID 588676;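 active = calcium-response B-score plate-corrected more than 3 library SD below zero, starting fluorescence within 5 deviations, no agonist response on first addition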;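 note: peak minus trough fluorescence over baseline after final BAM8-22 challenge near maximal dose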
Target sequence (Q96LB2 whole entry, looked up): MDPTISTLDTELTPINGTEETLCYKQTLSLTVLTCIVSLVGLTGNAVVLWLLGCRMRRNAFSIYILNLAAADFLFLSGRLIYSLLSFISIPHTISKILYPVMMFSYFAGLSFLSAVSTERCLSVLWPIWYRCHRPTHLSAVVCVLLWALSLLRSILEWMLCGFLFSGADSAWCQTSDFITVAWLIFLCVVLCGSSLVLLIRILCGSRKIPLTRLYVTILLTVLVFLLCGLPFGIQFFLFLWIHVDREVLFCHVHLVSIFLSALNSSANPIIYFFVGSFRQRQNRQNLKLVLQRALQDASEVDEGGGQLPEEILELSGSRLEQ
aSyn UTR inh: MLPCN primary screen, SNCA 5' untranslated region | alpha-synuclein 5'UTR reporter, inhibitor activity | 0.82% of 300,000 active | AID 1813 | inhibition, % (tested at 7.5 µM); in the data active = inhibition above about 60%; inconclusive = no clear call, values can overlap the other calls;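 note: H4 neuroglioblastoma cells stably carrying SNCA 5'UTR luciferase fusion; 0% = DMSO wells and 100% = positive control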
IEC-6 tox: counter-screen for KLF5 inhibitors: cytotoxicity in IEC-6 cells; 0.78% of 290,000 active; IEC-6 cytotoxicity, luminescence viability; inhibition, % at 5 µM; AID 1825; in the data active = inhibition above about 22%;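 note: 0% = plate median of test compound wells and 100% = cytotoxic reference compound wells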
TRPC6 inh: blocks the mouse TRPC6 cation channel; Q61143; HEK293-TRPC6, membrane potential dye, ACh-evoked depolarization; hits give low values; B-score at 10 µM; 1.1% of 310,000 active; AID 2553;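 active = B-score under library mean minus 3 SD, initial fluorescence not abnormally high, positive integrated signal ratio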;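 note: B-score derived from integrated fluorescence ratio over the kinetic read; more negative B-score means stronger inhibition of depolarization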
KLF5 inh: kruppel-like factor 5 inhibition; 0.23% of 290,000 active; DLD-1 KLF5 promoter-luciferase reporter, luminescence; inhibition, % at 5 µM;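 active = inhibition above a per-plate limit of that plate's mean compound inhibition plus 3 SD, cut at about 60% in these data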;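 note: 0% = DMSO wells and 100% = LY294002 at 200 µM; higher means less KLF5 promoter-driven luciferase light; inactives centre near -14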
HIF activator: HIF pathway transcriptional activation; activation, % at 7.5 µM (by protocol); U2OS HRE-luciferase reporter, luminescence; normalized: DMSO 0%, desferrioxamine 100%; 0.32% of 300,000 active;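 active = mean activation of at least 10% of the iron chelator positive control signal, with at least half of replicates also reaching 10%; inconclusive = mean and replicate majority disagree about reaching 10%; inactive = mean and most replicates under 10%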
TRPC4 act: opens the mouse TRPC4 cation channel; HEK293 TRPC4beta/mu-opioid, Fluo4 calcium fluorescence; hits give high values; B-score at 10 µM; 0.49% of 310,000 active; AID 2237;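 active = B-score above 5 SD of library B-scores, and initial fluorescence ratio not above library mean plus 5 SD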;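 note: positive B-score marks a calcium rise read as TRPC4 activation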
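Material: TRPC4beta and mu-opioid receptor HEK293 stable cells | Incubation: 45 min room-temperature Fluo4 loading, 110 s read | Detection: Kinetic Fluo4 calcium fluorescence | Measure: Integrated baseline-normalised fluorescence ratio, converted to per-well B score | Benchmarks: Low control buffer alone, high control maximal DAMGO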
TRPC4 block: inhibitors of mouse TRPC4 channel; HEK293 TRPC4beta/mu-opioid, DAMGO-evoked Fluo4 calcium flux; hits give low values; 0.39% of 300,000 active; AID 2247; Q9QUQ5; B-score at 10 µM;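 active = B-score over 3 SD under the library average, no early fluorescence shift, positive overall ratio signal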
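test system = HEK293 cells with stable TRPC4beta plus mu-opioid receptor expression | detection = Fluo4 Ca2+ flux fluorescence | read-out = integrated fluorescence ratio relative to baseline, converted to per-well B score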
TRPC4 PAM: allosterically enhances the mouse TRPC4 cation channel. B-score at 10 µM. 0.42% of 310,000 active. HEK293 TRPC4beta/mu-opioid, DAMGO EC20, Fluo-4 Ca2+ flux; hits give high values. AID 2227. Q9QUQ5;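 active = B-score of calcium response area above 5 SD of library B-scores, with initial fluorescence ratio within 5 SD of library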;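 note: B-score of integrated fluorescence ratio over time as area under calcium response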
TRPC6 activator: activators of mouse TRPC6 channel. Q61143. HEK293-TRPC6 membrane potential dye fluorescence; hits give high values. B-score at 10 µM. 0.13% of 310,000 active. AID 2550;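 active = B-score of the integrated fluorescence ratio above library mean plus 3 SD, and starting fluorescence ratio within library mean plus 5 SD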;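 note: higher score means more depolarization so channel activation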
SKKanGAS inh: blocks kanamycin growth of S. pyogenes SKKanGAS strain. BacTiter-Glo, 6 h. inhibition, % at 7.5 µM. 1.3% of 300,000 active. AID 1662;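 active = mean replicate score, as percent of positive control median, at least 50; inconclusive = mean below 50 but one replicate at or above 50; inactive = mean and every replicate below 50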;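 note: strain carries kanamycin resistance gene driven by streptokinase promoter and grows in 40 µg/ml kanamycin; loss of luminescence reflects streptokinase promoter inhibition or plain growth inhibition; 0% = median of DMSO wells and 100% = positive control at its reference dose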
* hit, by the source's call; i = inactive; ? = inconclusive; . = not tested or not shown. Random draw from the library; any-hit rate near 5.8%.

The first 14 entries as a preview:
SMILES	MrgX1 antag	aSyn UTR inh	IEC-6 tox	TRPC6 inh	KLF5 inh	HIF activator	TRPC4 act	TRPC4 block	TRPC4 PAM	TRPC6 activator	SKKanGAS inh
Cc1cc(N2CCN(C3CCCCC3)CC2)n2nc(C)nc2n1	i	17	4	i	6	0.0	i	i	i	i	8
O=C(Nc1nc2c(Br)cccc2s1)C1CC1	i	-55	-7	i	-12	1.1	i	i	i	i	-1
Nc1ncnc(NC2CCS(=O)(=O)C2)c1[N+](=O)[O-] (stereo unspecified)	i	-4	-4	i	-11	0.7	i	i	i	i	.
CN(C)c1ccc(/C=C/c2nc3ccccc3c(=O)n2CCO)cc1	i	-17	2	i	-10	0.8	i	i	i	i	-2
COc1ccc(C(CNC(=O)c2cncc(Br)c2)N(C)C)cc1 (stereo unspecified)	i	3	-6	i	-30	0.3	i	.	i	i	-2
O=C(NCCC1CCCCN1S(=O)(=O)c1cccs1)C(=O)Nc1ccccc1 (stereo unspecified)	i	-27	.	i	.	0.5	i	i	i	i	16
Cc1nn(C(=O)CNC(=O)c2ccccc2)c(C)c1C	i	-1	-7	i	8	0.4	i	i	i	i	1
O=C(c1ccc2c(=O)n(C3CCCC3)c(=S)[nH]c2c1)N1CCCCCC1	i	-1	-9	i	-32	-0.6	i	i	i	i	-3
COc1ccc(CCCC(=O)NC2CCCCC2)cc1	i	13	-6	i	1	-0.2	i	i	i	i	-5
CC(=O)Oc1ccc2c(=O)c(Oc3ccccc3)coc2c1OC(C)=O	i	-1	-1	i	-51	-0.5	i	i	i	i	8
O=C(CN1C(=O)C2C3CCC(C3)C2C1=O)OCC(=O)c1ccccc1 (stereo unspecified)	i	3	-3	i	-9	0.0	i	i	i	i	-2
Cc1nn(Cc2ccccc2)c(Cl)c1C(=O)NCc1ccco1	i	-21	-1	i	-4	-0.3	i	i	i	i	9
CC(CN1CCCC1)OC(=O)c1cccc(F)c1 (stereo unspecified)	i	5	5	i	5	0.4	i	i	i	i	3
C=CCNc1nc(S(=O)Cc2ccc(C)cc2)nc2c1CCCC2 (stereo unspecified)	i	1	16	i	-2	-0.8	i	i	i	i	-2

Main list, from the first entry:
SMILES	MrgX1 antag	aSyn UTR inh	IEC-6 tox	TRPC6 inh	KLF5 inh	HIF activator	TRPC4 act	TRPC4 block	TRPC4 PAM	TRPC6 activator	SKKanGAS inh
Cc1cc(N2CCN(C3CCCCC3)CC2)n2nc(C)nc2n1	i	17	4	i	6	0.0	i	i	i	i	8
O=C(Nc1nc2c(Br)cccc2s1)C1CC1	i	-55	-7	i	-12	1.1	i	i	i	i	-1
Nc1ncnc(NC2CCS(=O)(=O)C2)c1[N+](=O)[O-] (stereo unspecified)	i	-4	-4	i	-11	0.7	i	i	i	i	.
CN(C)c1ccc(/C=C/c2nc3ccccc3c(=O)n2CCO)cc1	i	-17	2	i	-10	0.8	i	i	i	i	-2
COc1ccc(C(CNC(=O)c2cncc(Br)c2)N(C)C)cc1 (stereo unspecified)	i	3	-6	i	-30	0.3	i	.	i	i	-2
O=C(NCCC1CCCCN1S(=O)(=O)c1cccs1)C(=O)Nc1ccccc1 (stereo unspecified)	i	-27	.	i	.	0.5	i	i	i	i	16
Cc1nn(C(=O)CNC(=O)c2ccccc2)c(C)c1C	i	-1	-7	i	8	0.4	i	i	i	i	1
O=C(c1ccc2c(=O)n(C3CCCC3)c(=S)[nH]c2c1)N1CCCCCC1	i	-1	-9	i	-32	-0.6	i	i	i	i	-3
COc1ccc(CCCC(=O)NC2CCCCC2)cc1	i	13	-6	i	1	-0.2	i	i	i	i	-5
CC(=O)Oc1ccc2c(=O)c(Oc3ccccc3)coc2c1OC(C)=O	i	-1	-1	i	-51	-0.5	i	i	i	i	8
O=C(CN1C(=O)C2C3CCC(C3)C2C1=O)OCC(=O)c1ccccc1 (stereo unspecified)	i	3	-3	i	-9	0.0	i	i	i	i	-2
Cc1nn(Cc2ccccc2)c(Cl)c1C(=O)NCc1ccco1	i	-21	-1	i	-4	-0.3	i	i	i	i	9
CC(CN1CCCC1)OC(=O)c1cccc(F)c1 (stereo unspecified)	i	5	5	i	5	0.4	i	i	i	i	3
C=CCNc1nc(S(=O)Cc2ccc(C)cc2)nc2c1CCCC2 (stereo unspecified)	i	1	16	i	-2	-0.8	i	i	i	i	-2
COc1ccc(NC(=O)CN2C(=O)NC3(CCCC3)C2=O)cc1	i	-17	-2	i	1	0.5	i	i	i	i	-9
CCOC(=O)c1c(C)n(C)c2ccc(O)c(CN(CC)CC)c12	i	-10	-5	-6.5*	-14	-0.6	i	i	i	i	-4
CCN1CCN(C(=O)c2c(-c3ccccc3)noc2C)CC1	i	1	9	i	9	-0.9	i	i	i	i	-5
C=CCn1c(SC(C)C(=O)Nc2ccc(F)c(F)c2F)nnc1C1CC1 (stereo unspecified)	i	-7	.	i	.	-0.5	i	i	i	i	0
COc1ccc(CN2C(=O)N(c3ccccc3)C(=O)C2CC(=O)Nc2ccccc2)cc1OC (stereo unspecified)	i	10	-7	i	-45	-0.1	i	i	i	i	8
Cc1ccccc1NC(=O)Cc1nc(COC(=O)c2ccc(Cl)nc2)cs1	i	-1	.	i	.	0.3	i	i	i	i	4
O=C(CNc1cccc(S(=O)(=O)N2CCCC2)c1)Nc1ccc(C(F)(F)F)cc1	i	3	.	i	.	0.8	i	i	i	i	-1
COc1ccccc1C1=NN(C(=O)c2ccccc2)C(c2ccc(Br)cc2)C1 (stereo unspecified)	i	-9	1	i	-6	-21	i	i	i	i	36
CCOc1ccc(-c2nc(C#N)c(NC3CC3)o2)cc1	i	-95	-4	i	-73	0.4	i	i	i	i	4
O=C(c1ccc(S(=O)(=O)N2CCCC2)cc1)N1CCN(Cc2ccc3c(c2)OCO3)CC1	i	5	2	i	-18	0.0	i	i	i	i	2
O=c1c2cc(NC(=S)NC3CCCCC3)ccc2nc2n1CCCCC2	i	-19	5	i	8	1.1	i	i	i	i	-9
COc1ccccc1C(C)NC(=O)Cc1ccc(S(=O)(=O)N2CCOCC2)s1 (stereo unspecified)	i	-1	.	i	.	2.1	i	i	i	i	-3
CCOC(=O)C(c1ccccc1)C(Nc1ccccc1)c1ccccn1 (stereo unspecified)	i	-7	3	i	-25	-0.8	i	i	i	i	-4
Cc1cc(NC(=O)CSc2nncn2N)no1	i	-10	-1	i	-16	0.2	i	i	i	i	-3
C=CCn1c(SCC(=O)NC2CCCC2)nnc1-c1ccccn1	i	2	-6	i	-14	0.6	i	i	i	i	-7
CC1(C)CC(=O)C(C=Nc2cccnc2/N=C/C2=C(O)CC(C)(C)CC2=O)=C(O)C1	i	0	3	i	13	0.1	i	i	i	i	2
CCCCC(=O)Nc1ccc2c(c1)nc(CN1CCN(C(=O)OCC)CC1)n2C	i	-11	6	i	16	-0.8	i	i	i	i	8
CC(=O)N1CC(C)Oc2ccc(S(=O)(=O)Nc3ccc(Cl)cn3)cc21 (stereo unspecified)	i	-8	-1	i	-16	0.0	i	i	i	i	39
CCOC(=O)C(C)Sc1nc2c([nH]c3ccccc32)c(=O)n1C (stereo unspecified)	i	-1	0	i	-43	-0.4	i	i	i	i	3
COc1ccc(CCNC(=O)CCCCCNC(=O)N2CCn3c2nc2ccccc23)cc1OC	i	0	-5	i	0	-0.3	i	i	i	i	3
FC(F)(F)Oc1ccc(NC(=S)Nc2ccccc2N2CCOCC2)cc1	i	-5	2	i	-29	0.5	i	i	i	i	-5
NS(=O)(=O)c1ccc(NC(=S)NCc2ccc(Cl)cc2)cc1	i	0	-3	i	-42	0.1	i	i	i	i	15
CCc1ccc(NC(=O)CSc2ccc(-c3cccnc3)nn2)cc1	i	-8	2	i	-36	0.6	i	i	i	i	-2
Cc1ccc(NC(C#N)c2ccccc2OCc2ccccc2)cc1 (stereo unspecified)	i	-15	5	i	-20	1.2	i	i	i	i	-10
Cc1ccc(C(O)CSc2nnc(-c3ccc4ccccc4c3)n2C)cc1 (stereo unspecified)	i	7	0	i	-19	-0.4	i	i	i	i	0
Cc1cccc(C)c1NC(=O)CSc1nnc(-c2cccnc2)o1	i	-35	0	i	0	0.5	i	i	i	i	-4
Cc1c(C2C(C#N)=C(N)N(c3cccc([N+](=O)[O-])c3)C3=C2C(=O)CCC3)cnn1C (stereo unspecified)	i	9	-3	i	2	0.3	i	i	i	i	-10
NNC(=O)CSc1nc(-c2ccccc2)nc2c1CCCC2	i	21	-8	i	-4	0.1	i	i	i	i	?
N/C(=N\OC(=O)c1ccc(Cl)c(Cl)c1)c1cccc(CSc2ccccn2)c1	i	-56	0	i	-57	0.7	i	i	i	i	-12
O=C1N(Cc2cccnc2)C[C@@H]2C[C@@H](c3ccc(C(F)(F)F)cc3)N3CCC[C@@]123	i	-2	-1	i	-4	-0.3	i	i	i	i	0
Cc1nnc(NC(=O)c2ccc(C)c(S(=O)(=O)N3CCCCCC3)c2)s1	i	6	1	i	-6	-0.1	i	i	i	i	-6
Cc1ccc(C(=O)C2CCN(S(=O)(=O)c3ccccc3C(=O)O)CC2)cc1	.	-7	4	i	-16	-11	i	i	i	i	3
Cc1cc2cc(C)c3nnc(SCC(=O)Nc4ccc(S(=O)(=O)N5CCCCC5)cc4)n3c2cc1C	i	30	3	i	-6	-0.5	i	i	i	i	11
CCn1c(C)[n+](CC)c2ccc(S(=O)(=O)NC)cc21	i	-12	-4	i	4	0.0	i	i	i	i	-17
CCOC(=O)N1CCN(c2cc(=O)n(-c3ccccc3Cl)c(=O)[nH]2)CC1	i	7	-2	i	-21	0.0	i	i	i	i	-3
CC(C)OC(=O)CSc1nnc(-c2cnccn2)n1C	i	-12	2	i	1	-0.1	i	i	i	i	7
O=[N+]([O-])/C(N=Nc1ccccc1)=N\Nc1ccccc1	i	4	4	i	15	-0.8	i	i	i	i	-12
